Source: PubChem (The Scripps Research Institute Molecular Screening Center)
TCR-CD3 inh: human TCR-CD3 binding inhibition; hit rate 0.37% among 360,000; inhibition, % at 9.4 µM; TAMRA-labeled TCR probe fluorescence, biochemical; in the data active = inhibition above about 19%;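 also: recombinant mutant TCR 2C K166C tagged with TAMRA read by polarization; 0% = receptor in buffer alone and 100% = receptor with positive control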
HTRA1 inh: blocks human HTRA1 serine peptidase. inhibition, % at 5.96 µM. Q92743. hit rate 0.5% among 340,000. recombinant HTRA1, FP-rhodamine activity-based probe, fluorescence polarization. AID 504803; in the data active = inhibition above about 36%;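 also: 0% = enzyme with DMSO and 100% = wells lacking enzyme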
SIAE primary: human SIAE inhibition, primary screen; Q9HAT2; SIAE FP-Rh probe binding, fluorescence polarization; inhibition, % at 9.66 µM; hit rate 0.69% among 370,000;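 active = inhibition above a cutoff: mean of compounds within the control limits plus 3 SD of those, cut at about 17% in these data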;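 also: 0% = plate median of compound wells and 100% = probe without SIAE protein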
Target sequence (Q9HAT2 whole entry, looked up): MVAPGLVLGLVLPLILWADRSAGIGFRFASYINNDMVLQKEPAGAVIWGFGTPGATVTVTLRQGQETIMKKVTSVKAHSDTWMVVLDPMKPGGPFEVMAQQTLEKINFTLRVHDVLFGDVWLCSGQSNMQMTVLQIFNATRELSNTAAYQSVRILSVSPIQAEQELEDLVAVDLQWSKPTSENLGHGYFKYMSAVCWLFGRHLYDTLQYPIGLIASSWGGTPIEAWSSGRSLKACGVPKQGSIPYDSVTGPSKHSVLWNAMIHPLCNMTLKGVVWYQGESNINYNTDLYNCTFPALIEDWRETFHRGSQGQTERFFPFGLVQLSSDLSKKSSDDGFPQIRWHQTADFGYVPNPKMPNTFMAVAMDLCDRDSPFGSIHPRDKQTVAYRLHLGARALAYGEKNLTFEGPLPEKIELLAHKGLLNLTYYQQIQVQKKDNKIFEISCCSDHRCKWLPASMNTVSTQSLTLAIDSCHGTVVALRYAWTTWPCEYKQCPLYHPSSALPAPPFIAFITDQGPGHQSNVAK
LEDGF integ inh: blocks HIV-1 LEDGF/p75-dependent DNA integration; TR-FRET IN-LEDGF/p75 DNA integration, Eu/Cy5; inhibition, % at 3.7 µM; hit rate 0.64% among 370,000;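 active = inhibition above the screen-wide mean plus 3 SD, cut at about 13% in these data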;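 also: signal is the Cy5 over europium emission ratio at 671 and 618 nm; 0% = plate median of compound wells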
UHRF1 MBD2 ctr: blocks human UHRF1 binding to methylated DNA. AID 687016. inhibition, % at 4.4 µM. UHRF1 binding to methylated oligo, TR-FRET. Q96T88. hit rate 0.75% among 370,000; in the data active = inhibition above about 21%;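 also: UHRF1 SRA domain binding a hemimethylated CpG hairpin DNA probe; 0% = median of test compound wells and 100% = reference inhibitor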
TDP2 absorb: blocks human TDP2 phosphodiesterase activity | O95551 | recombinant TDP2, T5PNP hydrolysis, p-nitrophenol absorbance 415 nm | inhibition, % at 12.8 µM | hit rate 0.34% among 370,000;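 active = inhibition above the mean of all tested compounds plus 3 SD, set per campaign, cut at about 25% in these data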;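 also: 0% = DMSO with enzyme and 100% = buffer with substrate but no TDP2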
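Incubation: 2 h at 37 °C; Test system: recombinant human TDP2; Quantity: enzyme 120 nM; Read-out basis: percent inhibition; Medium: 50 mM Tris-HCl pH 7.5 with Mg2+, KCl, DTT, BSA; Repeats: single replicate; Compound: 12.8 µM single point, 1% DMSO; Signal: epi absorbance; Reagent: 5 mM T5PNP chromogenic substrate; Benchmarks: no-enzyme high, DMSO-plus-enzyme low.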
ABHD4 inh: inhibitors of mouse ABHD4 | hit rate 0.54% among 370,000 | purified mABHD4, FP-Rh probe fluorescence polarization | AID 720543 | inhibition, % at 8.92 µM;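 active = inhibition exceeding the mean over every tested compound plus 3 SD, cut at about 30% in these data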;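 also: 0% = plate median of compound wells and 100% = S159A mutant with DMSO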
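Material: mouse ABHD4 enzyme, wild type; Benchmarks: S159A mutant high control, sample median low control; Buffer or medium: HEPES pH 7.0, NaCl, Pluronic buffer; Signal: fluorescence polarization; Read-out: percent inhibition of probe binding, normalized to plate controls; Timing: pre-incubation 45 min, probe exposure 60 min, at 25 °C; Dosing: 8.92 µM, single dose.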
PG9 binder: small molecules binding HIV-1 gp120 antibody PG9. TR-FRET gp120-PG9 antibody binding. inhibition, % at 6.7 µM. hit rate 0.43% among 360,000; in the data active = inhibition above about 8.5%
PRMT1 FP inh: inhibitors of human PRMT1. Q99873. recombinant PRMT1, activity-based probe fluorescence polarization. inhibition, % at 2.79 µM. hit rate 1.3% among 370,000;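 active = inhibition above about 21% made by adding two undisclosed values, limit read from the data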
Target sequence (Q99873 whole entry, looked up): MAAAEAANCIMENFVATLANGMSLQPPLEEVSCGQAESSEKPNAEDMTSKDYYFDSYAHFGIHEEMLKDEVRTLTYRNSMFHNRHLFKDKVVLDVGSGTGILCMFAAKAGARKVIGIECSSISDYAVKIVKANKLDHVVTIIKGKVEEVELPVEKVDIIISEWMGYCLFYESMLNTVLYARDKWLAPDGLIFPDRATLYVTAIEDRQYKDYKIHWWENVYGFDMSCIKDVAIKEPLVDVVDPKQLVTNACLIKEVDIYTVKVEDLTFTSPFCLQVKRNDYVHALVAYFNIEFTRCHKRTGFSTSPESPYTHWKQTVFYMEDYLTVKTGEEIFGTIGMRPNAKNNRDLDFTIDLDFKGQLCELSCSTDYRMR
Tn7 DDE FP: inhibitors of Tn7 peptide binding to human fibrin DD(E); hit rate 0.13% among 370,000; P02675; FP displacement of FITC-Tn7 peptide from fibrin DD(E); 0% = median of compound wells per plate; inhibition, % at 8.3 µM;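 active = inhibition above the mean of compounds falling within the control limits plus 3 SD of them, cut at about 14% in these data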;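 also: 0% = plate median of compound wells and 100% = 10 µM Aha-Tn7 peptide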
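Test system: human clot-derived fibrin DD(E) complex / Quantity: 2 µM final DD(E) protein / Incubation: 10 min plus 3 h, room temperature / Measured by: fluorescence polarization / Benchmarks: high control of 10 µM Aha-Tn7 peptide / Replicates: singlicate testing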
An asterisk follows results filed as active.

`CC(C)c1ccc(NC(=O)CCCC(=O)NCCc2ccccc2)cc1` gave TCR-CD3 inh -7, HTRA1 inh -26, SIAE primary 12, LEDGF integ inh 3, UHRF1 MBD2 ctr -5, TDP2 absorb 7, ABHD4 inh 3, PG9 binder 1.8, PRMT1 FP inh -4 and Tn7 DDE FP 2.
O=C1OCc2cc(NC(=O)C3CCCO3)ccc21 (centres undefined) was read as TCR-CD3 inh 5, HTRA1 inh -4, SIAE primary 3, LEDGF integ inh 0, UHRF1 MBD2 ctr -2, TDP2 absorb 5, ABHD4 inh 3, PG9 binder -1.4, PRMT1 FP inh 0 and Tn7 DDE FP -3.
`COc1ccc2c3c(c(=O)oc2c1OCC(N)=O)CCCC3` gave TCR-CD3 inh 3, HTRA1 inh 3, SIAE primary 3, LEDGF integ inh 1, UHRF1 MBD2 ctr -4, TDP2 absorb 10, ABHD4 inh 9, PG9 binder 1.7, PRMT1 FP inh -2 and Tn7 DDE FP -2.
Screening O=C(CCS(=O)(=O)c1ccc(Br)cc1)Nc1ccc(Cl)cc1F returned TCR-CD3 inh 7, HTRA1 inh -5, SIAE primary -1, LEDGF integ inh -3, UHRF1 MBD2 ctr 4, TDP2 absorb -13, ABHD4 inh 8, PG9 binder -1.2, PRMT1 FP inh 3 and Tn7 DDE FP 0.
`O=C(COC(=O)c1ccc2[nH]c3c(c2c1)CCCC3)Nc1ccc(Cl)cc1Cl` gave TCR-CD3 inh 10, HTRA1 inh -11, SIAE primary 4, LEDGF integ inh 3, UHRF1 MBD2 ctr 2, TDP2 absorb 0, ABHD4 inh 4, PG9 binder -2.1, PRMT1 FP inh -3 and Tn7 DDE FP -4.
`O=C(OCC(=O)N1CCCc2ccccc21)c1cccc(S(=O)(=O)N2CCc3ccccc32)c1` gave TCR-CD3 inh 7, HTRA1 inh -2, SIAE primary -9, LEDGF integ inh -3, UHRF1 MBD2 ctr 1, TDP2 absorb -3, ABHD4 inh -9, PG9 binder 0.8, PRMT1 FP inh 1 and Tn7 DDE FP 3.
Screening O=C(NC1CCCCN(Cc2cccc(Cl)c2)C1=O)c1ccc(COc2ccccc2)cc1 (centres undefined) returned SIAE primary -4, LEDGF integ inh -2, UHRF1 MBD2 ctr 1, TDP2 absorb 1, ABHD4 inh -16, PRMT1 FP inh -1 and Tn7 DDE FP 3.
For COc1cc(NC(=O)CSc2nc3c(C)ccc(C)c3cc2C)c(C(=O)O)cc1OC the results were TCR-CD3 inh -6, HTRA1 inh -1, SIAE primary -2, LEDGF integ inh -3, UHRF1 MBD2 ctr 2, TDP2 absorb 0, ABHD4 inh 6, PG9 binder -1.4, PRMT1 FP inh 4 and Tn7 DDE FP 2.
Screening O=S(=O)(c1cccc(F)c1)N1CCN(C(=S)NCC2CCCO2)CC1 (centres undefined) returned TCR-CD3 inh 1, HTRA1 inh 1, SIAE primary -3, LEDGF integ inh -4, UHRF1 MBD2 ctr -1, TDP2 absorb -7, ABHD4 inh 1, PG9 binder -0.9, PRMT1 FP inh -1 and Tn7 DDE FP -4.
Cc1cccc(NC(=O)c2ccc(N3CCCCC3)c([N+](=O)[O-])c2)n1 was read as TCR-CD3 inh -3, HTRA1 inh -10, SIAE primary 2, LEDGF integ inh 1, UHRF1 MBD2 ctr -4, TDP2 absorb -7, ABHD4 inh 2, PG9 binder -2.9, PRMT1 FP inh -4 and Tn7 DDE FP 4.

Quoted at random: 3 entries already listed.
`O=C(OCC(=O)N1CCCc2ccccc21)c1cccc(S(=O)(=O)N2CCc3ccccc32)c1` gave TCR-CD3 inh 7, HTRA1 inh -2, SIAE primary -9, LEDGF integ inh -3, UHRF1 MBD2 ctr 1, TDP2 absorb -3, ABHD4 inh -9, PG9 binder 0.8, PRMT1 FP inh 1 and Tn7 DDE FP 3.
Screening O=S(=O)(c1cccc(F)c1)N1CCN(C(=S)NCC2CCCO2)CC1 (centres undefined) returned TCR-CD3 inh 1, HTRA1 inh 1, SIAE primary -3, LEDGF integ inh -4, UHRF1 MBD2 ctr -1, TDP2 absorb -7, ABHD4 inh 1, PG9 binder -0.9, PRMT1 FP inh -1 and Tn7 DDE FP -4.
`COc1ccc2c3c(c(=O)oc2c1OCC(N)=O)CCCC3` gave TCR-CD3 inh 3, HTRA1 inh 3, SIAE primary 3, LEDGF integ inh 1, UHRF1 MBD2 ctr -4, TDP2 absorb 10, ABHD4 inh 9, PG9 binder 1.7, PRMT1 FP inh -2 and Tn7 DDE FP -2.

(continued)
Screening O=C(COC(=O)c1cccc(S(=O)(=O)N2CCCC2)c1)c1ccc(F)cc1 returned TCR-CD3 inh 10, HTRA1 inh 4, SIAE primary 3, LEDGF integ inh 1, UHRF1 MBD2 ctr -2, TDP2 absorb 4, ABHD4 inh -2, PG9 binder -1.1, PRMT1 FP inh -1 and Tn7 DDE FP 7.
COc1ccc(C(=O)NC(=S)Nc2ccc3[nH]c(=O)[nH]c3c2)cc1 was read as TCR-CD3 inh -8, HTRA1 inh -1, SIAE primary -2, LEDGF integ inh -4, UHRF1 MBD2 ctr 0, TDP2 absorb 8, ABHD4 inh -2, PG9 binder -0.6, PRMT1 FP inh 5 and Tn7 DDE FP 1.
Nn1c(Cc2ccccc2)nc2cc(Cl)ccc2c1=O was read as TCR-CD3 inh 4, HTRA1 inh 9, SIAE primary 0, LEDGF integ inh -1, UHRF1 MBD2 ctr 0, TDP2 absorb 3, ABHD4 inh -1, PG9 binder -1.3, PRMT1 FP inh 6 and Tn7 DDE FP 3.
COc1ccc(C(=O)N2CCCN(C)CC2)cc1S(=O)(=O)N(C)Cc1ccccc1 was read as TCR-CD3 inh -8, HTRA1 inh -2, SIAE primary 3, LEDGF integ inh -4, UHRF1 MBD2 ctr 15, TDP2 absorb 4, ABHD4 inh -2, PG9 binder 2.9, PRMT1 FP inh 3 and Tn7 DDE FP 0.
`CN1CCCCC1=NCCCn1cnc2c1c(=O)n(C)c(=O)n2C` gave TCR-CD3 inh -6, HTRA1 inh -1, SIAE primary -3, LEDGF integ inh 3, UHRF1 MBD2 ctr 1, TDP2 absorb 1, ABHD4 inh -3, PG9 binder -1.4, PRMT1 FP inh 0 and Tn7 DDE FP -1.
Screening Oc1ccccc1C1NN=C(c2ccccc2)S1 (centres undefined) returned TCR-CD3 inh 2, HTRA1 inh -4, SIAE primary 7, LEDGF integ inh -4, UHRF1 MBD2 ctr -3, TDP2 absorb 7, ABHD4 inh 6, PG9 binder -0.3, PRMT1 FP inh 2 and Tn7 DDE FP 3.
Screening Cc1cc(C)cc(NC(=S)N2CCN(S(C)(=O)=O)CC2)c1 returned TCR-CD3 inh 6, HTRA1 inh 2, SIAE primary -2, LEDGF integ inh -2, UHRF1 MBD2 ctr -1, TDP2 absorb 0, ABHD4 inh 1, PG9 binder -0.4, PRMT1 FP inh 2 and Tn7 DDE FP 6.
`CCOC(=O)/C(C#N)=C\c1cn(C)c2ccccc12` gave TCR-CD3 inh 6, HTRA1 inh -5, SIAE primary 6, LEDGF integ inh 3, UHRF1 MBD2 ctr 2, TDP2 absorb -6, ABHD4 inh 6, PG9 binder -0.6, PRMT1 FP inh -1 and Tn7 DDE FP -6.
Screening Cc1ccc(N2CC(NS(=O)(=O)c3cccnc3)CC2=O)cc1C (centres undefined) returned TCR-CD3 inh 1, HTRA1 inh 0, SIAE primary -3, LEDGF integ inh 0, UHRF1 MBD2 ctr 3, TDP2 absorb -3, ABHD4 inh -1, PG9 binder 0.7, PRMT1 FP inh 0 and Tn7 DDE FP -7.
`Clc1ccc(-c2csc3ncnc(N4CCc5ccccc5C4)c23)cc1` gave TCR-CD3 inh -6, HTRA1 inh -9, SIAE primary -3, LEDGF integ inh -1, UHRF1 MBD2 ctr 6, TDP2 absorb -2, ABHD4 inh -6, PG9 binder -0.8, PRMT1 FP inh -2 and Tn7 DDE FP -14.
Screening C=C(C(=O)c1ccccc1)C(CC(=O)c1ccccc1)c1ccccc1 (centres undefined) returned TCR-CD3 inh -1, HTRA1 inh -27, SIAE primary 0, LEDGF integ inh 4, UHRF1 MBD2 ctr -5, TDP2 absorb -1, ABHD4 inh 1, PG9 binder -1.3, PRMT1 FP inh -4 and Tn7 DDE FP 1.
CCC(C)c1ccccc1N1CC(C(=O)Nc2cc(S(=O)(=O)N3CCOCC3)ccc2OC)CC1=O (centres undefined) was read as TCR-CD3 inh -3, HTRA1 inh 0, SIAE primary 4, LEDGF integ inh -1, UHRF1 MBD2 ctr -2, TDP2 absorb 17, ABHD4 inh 2, PG9 binder -0.8, PRMT1 FP inh 0 and Tn7 DDE FP 2.
Screening CC1(C)CC(=O)C(C=NCc2ccccn2)=C(O)C1 returned TCR-CD3 inh -7, HTRA1 inh -1, SIAE primary -3, LEDGF integ inh -1, UHRF1 MBD2 ctr 5, TDP2 absorb -14, ABHD4 inh -15, PG9 binder -0.5, PRMT1 FP inh 7 and Tn7 DDE FP -1.
Screening Cc1ccc(NS(=O)(=O)c2ccc(CCC(=O)NCCCOC(C)C)cc2)cc1 returned TCR-CD3 inh 4, HTRA1 inh -3, SIAE primary 1, LEDGF integ inh 1, UHRF1 MBD2 ctr -2, TDP2 absorb -2, ABHD4 inh -6, PG9 binder -1.9, PRMT1 FP inh -3 and Tn7 DDE FP 0.
O=C(CN1CCN(c2ncc(C(F)(F)F)cc2Cl)CC1)Nc1ccc2c(c1)OCO2 was read as TCR-CD3 inh -6, HTRA1 inh -4, SIAE primary 11, LEDGF integ inh -1, UHRF1 MBD2 ctr -2, TDP2 absorb 6, ABHD4 inh 6, PG9 binder -2.5, PRMT1 FP inh 3 and Tn7 DDE FP -3.
Screening COc1ccc(-c2cn[nH]c2-c2ccc(OCc3ccccc3F)cc2O)cc1OC returned TCR-CD3 inh 0, HTRA1 inh -21, SIAE primary 1, LEDGF integ inh 0, UHRF1 MBD2 ctr -1, TDP2 absorb -13, ABHD4 inh -13, PG9 binder -1.9, PRMT1 FP inh -4 and Tn7 DDE FP -1.
CC(NC(=O)c1ccco1)C(=O)OCc1cccc(Cl)c1 (centres undefined) was read as TCR-CD3 inh 3, HTRA1 inh 3, SIAE primary -2, LEDGF integ inh 0, UHRF1 MBD2 ctr -2, TDP2 absorb 16, ABHD4 inh -1, PG9 binder 1.4, PRMT1 FP inh 1 and Tn7 DDE FP -1.
`CCc1nc(SC)[nH]c(=O)c1C` gave TCR-CD3 inh 0, HTRA1 inh -2, SIAE primary -7, LEDGF integ inh -3, UHRF1 MBD2 ctr 3, TDP2 absorb -4, ABHD4 inh 1, PG9 binder 1.3, PRMT1 FP inh -1 and Tn7 DDE FP -5.
